hK5 inh: blocks human kallikrein 5 protease activity; Q9Y337; recombinant hK5, fluorogenic AMC substrate cleavage; inhibition, % at 5 µM; hit rate 0.59% among 210,000; AID 873;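 active = inhibition of 40% or more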;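 also: 0% = enzyme controls without compound and 100% = no-enzyme blanks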
Target sequence (Q9Y337 67-293 limits assumed): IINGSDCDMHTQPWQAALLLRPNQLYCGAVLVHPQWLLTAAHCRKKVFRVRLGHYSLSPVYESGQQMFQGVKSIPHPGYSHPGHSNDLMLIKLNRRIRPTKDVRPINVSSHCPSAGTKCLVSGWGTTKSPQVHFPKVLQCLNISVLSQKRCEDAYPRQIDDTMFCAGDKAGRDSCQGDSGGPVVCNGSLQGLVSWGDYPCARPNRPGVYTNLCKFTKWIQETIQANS
Wee1 degr inh: inhibitors of human Wee1 degradation; HeLa Luc-Wee1K328M stability, luciferase luminescence; 100% = proteasome inhibitor MG132 effect; reporter increase, % at 5 µM; hit rate 1.2% among 220,000; P30291;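 active = activation above the mean of all tested compounds plus 3 SD, set per screening run, cut at about 8.8% in these data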;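 also: cells exposed to compound for 20 h before luminescence read; 0% = DMSO alone and 100% = MG132 at 30 µM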
Target sequence (P30291 whole entry K328M): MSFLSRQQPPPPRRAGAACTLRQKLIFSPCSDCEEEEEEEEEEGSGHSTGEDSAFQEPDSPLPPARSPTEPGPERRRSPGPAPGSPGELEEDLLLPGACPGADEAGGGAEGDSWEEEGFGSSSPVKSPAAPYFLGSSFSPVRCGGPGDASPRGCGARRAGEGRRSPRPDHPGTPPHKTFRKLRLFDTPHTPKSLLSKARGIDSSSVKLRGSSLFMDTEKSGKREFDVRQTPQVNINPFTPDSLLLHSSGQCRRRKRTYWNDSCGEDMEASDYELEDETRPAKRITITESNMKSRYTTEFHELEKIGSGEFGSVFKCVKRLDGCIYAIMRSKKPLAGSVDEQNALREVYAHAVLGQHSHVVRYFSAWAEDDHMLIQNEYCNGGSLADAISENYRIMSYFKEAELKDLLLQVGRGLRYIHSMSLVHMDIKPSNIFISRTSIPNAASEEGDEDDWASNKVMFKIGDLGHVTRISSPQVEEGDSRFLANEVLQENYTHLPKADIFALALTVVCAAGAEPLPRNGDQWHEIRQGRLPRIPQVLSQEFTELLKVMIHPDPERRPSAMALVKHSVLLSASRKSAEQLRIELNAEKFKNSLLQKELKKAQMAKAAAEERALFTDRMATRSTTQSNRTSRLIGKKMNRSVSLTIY
p97 ATPase inh: human p97 ATPase inhibition; inhibition, % at 8 µM; P55072; recombinant p97 ATPase, Kinase-Glo ATP luminescence, 3 h; hit rate 0.42% among 220,000; AID 1481; in the data active = inhibition above about 15%;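 also: 0% = DMSO vehicle and 100% = wells lacking enzyme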
FXIa inh: factor XIa (human) inhibition | purified FXIa, Boc-Glu-Ala-Arg-AMC fluorogenic substrate | P03951 | hit rate 0.14% among 220,000 | AID 798 | inhibition, % at 5 µM;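 active = inhibition of at least 40%; inactive = inhibition below 40%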;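 also: fluorescence of freed AMC excited at 355 nm; 0% = enzyme without compound and 100% = no enzyme blank; many of its hits are not listed in these tables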
KCC2 mod: modulators of human KCC2 chloride dependent transport; KCC2 cells, thallium flux FluoZin-2 fluorescence; B-score of Tl+ flux slope (higher = more flux/activation; lower = inhibition) at 10 µM; hit rate 2.2% among 190,000;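 active = thallium flux slope and its plate-corrected score both differing from the plate sample mean at a set confidence after two filtering rounds, in either direction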;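 also: slope of fluorescence scaled to starting intensity during 10 to 20 s after thallium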
FXIIa inh 1536: blocks human coagulation factor XIIa protease activity | P00748 | purified FXIIa, Boc-QGR-AMC fluorogenic substrate, 2 h | inhibition, % at 5 µM | hit rate 0.3% among 220,000; in the data active = inhibition above about 40%;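 also: 0% = enzyme with no compound and 100% = blank without enzyme; many of its hits are not listed in these tables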
PERK inh: blocks human PERK kinase. Q9NZJ5. inhibition, % at 5.6 µM. CHO PERK-DD fusion, SEAP luminescence translation reporter. hit rate 0.17% among 220,000;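 active = inhibition above the mean inhibition of all tested compounds plus 3 SD, set separately per screening campaign, cut at about 2.9% in these data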;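 also: PERK kinase domain activated by AP20187 dimerizer at 100 nM; 0% = DMSO with dimerizer and 100% = rapamycin at 8.4 µM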
Thrombin inh: inhibitors of human thrombin; P00734; alpha-thrombin, Boc-VPR-AMC fluorogenic substrate cleavage; inhibition, % at 5 µM; hit rate 0.26% among 220,000; AID 1046;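 active = inhibition at or above 40%; inactive = inhibition below 40%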;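 also: 0% = enzyme with no compound and 100% = wells without enzyme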
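signal = AMC fluorescence, 355/460 nm | material = human alpha-thrombin enzyme | control set = enzyme without compound as high, wells lacking enzyme as low | times = reaction at room temperature | read-out basis = percent inhibition scaled between no-compound controls and no-enzyme blanks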
Furin inhibitor: inhibitors of human furin; purified furin, fluorogenic substrate cleavage; inhibition, % at 30 µM; hit rate 0.061% among 220,000; AID 463115; in the data active = inhibition above about 25%; also: inactives centre near -15
* marks the source's active call; other numbers are inactive results; [ ] = remark or other dose.

How did CCCc1nnc(NC(=O)COC(=O)c2cc(C)nc3ccccc23)s1 do in these assays?
hK5 inh: 4; Wee1 degr inh: 0; p97 ATPase inh: 2; FXIa inh: -2; KCC2 mod: -1.2; FXIIa inh 1536: 10; PERK inh: -0.1; Thrombin inh: -1; Furin inhibitor: -23[20 µM]

Results for Cc1occc1C(=O)Nc1nccs1 ?
hK5 inh: -2; Wee1 degr inh: -1; p97 ATPase inh: -3; FXIa inh: -4; KCC2 mod: 0.12; FXIIa inh 1536: 8; PERK inh: -0.1; Thrombin inh: -4; Furin inhibitor: -14[20 µM]

How did COc1ccc(NC(C)=O)cc1NC(=O)c1cccc(C(F)(F)F)c1 do in these assays?
hK5 inh: -1; Wee1 degr inh: 4; p97 ATPase inh: 0; FXIa inh: -4; KCC2 mod: -0.37; FXIIa inh 1536: 5; PERK inh: 0.2; Thrombin inh: -7; Furin inhibitor: -14

What do the screens show for `CCN1CCc2c(sc(NC(=O)Nc3ccc(Cl)c(Cl)c3)c2C(N)=O)C1`?
hK5 inh: -13; Wee1 degr inh: -2; p97 ATPase inh: 6; FXIa inh: 2; KCC2 mod: inactive; FXIIa inh 1536: 3; PERK inh: -0.6; Thrombin inh: -9; Furin inhibitor: -25

How did CCOC(=O)C1CCCN(Cc2cn[nH]c2-c2ccc(F)cc2F)C1 (centres undefined) do in these assays?
hK5 inh: 7; Wee1 degr inh: -1; p97 ATPase inh: 1; FXIa inh: -4; KCC2 mod: 1.5; FXIIa inh 1536: 13; PERK inh: -0.5; Thrombin inh: 1; Furin inhibitor: -17

Results for CCCCC(=O)NC(Nc1nc(C2CC2)cs1)(C(=O)OCC)C(F)(F)F (centres undefined) ?
hK5 inh: -10; Wee1 degr inh: 0; p97 ATPase inh: 0; FXIa inh: -5; FXIIa inh 1536: 10; PERK inh: -0.4; Thrombin inh: -1; Furin inhibitor: -17

What do the screens show for `O=C(Nn1c(C2CCC2)nc2ccccc2c1=O)C1CCC1`?
hK5 inh: -21; Wee1 degr inh: -1; p97 ATPase inh: 4; FXIa inh: 2; KCC2 mod: 1.6; FXIIa inh 1536: 6; PERK inh: 0.9; Thrombin inh: 1; Furin inhibitor: -11

Results for Cc1ccc(S(=O)(=O)N2CCN(C(=S)NCc3ccc4c(c3)OCO4)CC2)cc1 ?
hK5 inh: 1; Wee1 degr inh: -1; p97 ATPase inh: 4; FXIa inh: -2; KCC2 mod: 0.82; FXIIa inh 1536: 10; PERK inh: 1.3; Thrombin inh: -6; Furin inhibitor: -25

How did O=C(CO)N/N=C/c1ccc(Cl)cc1 do in these assays?
hK5 inh: 6; Wee1 degr inh: -1; p97 ATPase inh: 6; FXIa inh: 4; KCC2 mod: 0.056; FXIIa inh 1536: 15; PERK inh: 1.3; Thrombin inh: 3; Furin inhibitor: -20[20 µM]

What do the screens show for `c1ccc(-c2[nH]ncc2CN2CCc3ccccc3C2)cc1`?
hK5 inh: -3; Wee1 degr inh: 0; p97 ATPase inh: 2; FXIa inh: 1; KCC2 mod: -0.29; FXIIa inh 1536: 6; PERK inh: -0.4; Thrombin inh: -1; Furin inhibitor: -6

Results for CS(=O)(=O)N1CCCC(C(=O)NCc2ccc(F)cc2)C1 (centres undefined) ?
hK5 inh: 5; Wee1 degr inh: 3; p97 ATPase inh: 1; FXIa inh: 0; KCC2 mod: -0.95; FXIIa inh 1536: 15; PERK inh: 0.7; Thrombin inh: 2; Furin inhibitor: -25

How did CC(C)OC(=O)Nc1ccc2c(c1)N(C(=O)CCN1CCN(CCO)CC1)c1ccccc1CC2 do in these assays?
Wee1 degr inh: 3; p97 ATPase inh: 0; FXIa inh: 1; KCC2 mod: 0.05; FXIIa inh 1536: 6; PERK inh: 0.1; Thrombin inh: 3; Furin inhibitor: -21

Results for CC(C(=O)Nc1cccnc1)c1ccc([N+](=O)[O-])cc1 (centres undefined) ?
hK5 inh: 0; Wee1 degr inh: 0; p97 ATPase inh: 4; FXIa inh: -2; KCC2 mod: 0.032; FXIIa inh 1536: 10; PERK inh: 1.3; Thrombin inh: -1; Furin inhibitor: -26

How did O=C(NCCN1CCOCC1)c1cc2cc([N+](=O)[O-])ccc2s1 do in these assays?
hK5 inh: 20; Wee1 degr inh: -1; p97 ATPase inh: -4; FXIa inh: 11; KCC2 mod: 0.97; FXIIa inh 1536: 16; PERK inh: 0.3; Thrombin inh: 13; Furin inhibitor: -1

How did CSc1nnc(-c2ccc(S(=O)(=O)N3CCOCC3)cc2)n1CC1CCCO1 (centres undefined) do in these assays?
hK5 inh: -7; Wee1 degr inh: -1; p97 ATPase inh: 2; FXIa inh: 0; FXIIa inh 1536: 8; PERK inh: 1.1; Thrombin inh: -5; Furin inhibitor: -17

How did O=C(COc1ccc(Br)cc1)N1CCOCC1 do in these assays?
hK5 inh: -7; Wee1 degr inh: 3; p97 ATPase inh: 2; FXIa inh: 5; KCC2 mod: 0.022; FXIIa inh 1536: 12; PERK inh: 1.5; Thrombin inh: 0; Furin inhibitor: -4[20 µM]

What do the screens show for `CN1C(=O)C(O)(CC(=O)/C=C/C=C/c2ccccc2)c2ccccc21` (centres undefined)?
hK5 inh: -8; Wee1 degr inh: 0; p97 ATPase inh: 0; FXIa inh: 23; KCC2 mod: -0.65; FXIIa inh 1536: 24; PERK inh: 1.9; Thrombin inh: 5; Furin inhibitor: -3

How did CCN1CCC(NC(=O)Nc2cc(Cl)ccc2OC)CC1 do in these assays?
hK5 inh: -12; Wee1 degr inh: 5; p97 ATPase inh: 1; FXIa inh: -6; KCC2 mod: 0.33; FXIIa inh 1536: -1; PERK inh: 1.4; Thrombin inh: -3; Furin inhibitor: -14

Results for CC(=O)N/C(=C/c1ccc(OS(=O)(=O)c2ccc(C)cc2)cc1)C(=O)Nc1ccc(C(=O)O)cc1 ?
hK5 inh: 1; Wee1 degr inh: 2; p97 ATPase inh: 0; FXIa inh: -1; KCC2 mod: -0.14; FXIIa inh 1536: 6; PERK inh: 1.8; Thrombin inh: -4; Furin inhibitor: -17

What do the screens show for `Cc1ccc(C(=O)/C=C/Nc2cccc(O)c2)cc1`?
hK5 inh: 5; Wee1 degr inh: 0; p97 ATPase inh: 6; FXIa inh: 1; KCC2 mod: -1.5; FXIIa inh 1536: 11; PERK inh: 0.3; Thrombin inh: 1; Furin inhibitor: -9

Results for O=C(c1ccco1)N1CCN(c2ccccc2F)CC1 ?
hK5 inh: 8; Wee1 degr inh: -3; p97 ATPase inh: 0; FXIa inh: 6; KCC2 mod: 0.15; FXIIa inh 1536: 18; PERK inh: 1.0; Thrombin inh: 2; Furin inhibitor: -13[20 µM]

How did CCOC(=O)C1=C(C)N(CCCC(=O)O)C(=O)NC1c1ccc([N+](=O)[O-])cc1 (centres undefined) do in these assays?
hK5 inh: 12; Wee1 degr inh: 0; p97 ATPase inh: 5; FXIa inh: -2; KCC2 mod: -0.34; FXIIa inh 1536: 4; PERK inh: 0.6; Thrombin inh: 0; Furin inhibitor: -13

Results for CCOC(=O)c1cnc(SCC(=O)c2ccc(C)cc2)nc1N ?
hK5 inh: 10; Wee1 degr inh: -1; p97 ATPase inh: -3; FXIa inh: -5; KCC2 mod: 0.55; FXIIa inh 1536: 2; PERK inh: 1.7; Thrombin inh: -2; Furin inhibitor: -16[20 µM]

What do the screens show for `COC(=O)C1CCN(C(c2cc(OC)c(OC)c(OC)c2)c2sc3nc(C)nn3c2O)CC1` (centres undefined)?
hK5 inh: -3; Wee1 degr inh: -3; p97 ATPase inh: 5; FXIa inh: 2; KCC2 mod: 0.72; FXIIa inh 1536: 12; PERK inh: 2.6; Thrombin inh: 0; Furin inhibitor: -1

What do the screens show for `CCn1ccc(C(=O)Nc2ccccc2Cl)n1`?
hK5 inh: 7; Wee1 degr inh: 7; p97 ATPase inh: -3; FXIa inh: 3; KCC2 mod: -0.97; FXIIa inh 1536: 6; PERK inh: 0.6; Thrombin inh: -3; Furin inhibitor: -16

Results for O=C(NCCc1ccccn1)c1cc(-c2ccc(Cl)c(Cl)c2Cl)nc2ccccc12 ?
hK5 inh: -4; Wee1 degr inh: 0; p97 ATPase inh: -2; FXIa inh: 6; KCC2 mod: -0.6; FXIIa inh 1536: 3; PERK inh: -0.6; Thrombin inh: -2; Furin inhibitor: -21

Results for Cc1ccc(N=C2NC(=O)/C(=C/c3cn(C)c4ccccc34)S2)cc1C ?
hK5 inh: 0; Wee1 degr inh: -1; p97 ATPase inh: -4; FXIa inh: 20; KCC2 mod: -0.56; FXIIa inh 1536: 19; PERK inh: 0.2; Thrombin inh: 18; Furin inhibitor: -7

What do the screens show for `N#Cc1cnn2c(-c3cccc(C(F)(F)F)c3)ccnc12`?
hK5 inh: 4; Wee1 degr inh: 0; p97 ATPase inh: -4; FXIa inh: 0; KCC2 mod: 0.12; FXIIa inh 1536: 3; PERK inh: 0.2; Thrombin inh: 1; Furin inhibitor: -14

How did O=C(Nc1cccnc1)c1cccc(NC(=O)c2ccco2)c1 do in these assays?
hK5 inh: -8; Wee1 degr inh: -3; p97 ATPase inh: 6; FXIa inh: -3; KCC2 mod: 0.18; FXIIa inh 1536: 13; PERK inh: 0.2; Thrombin inh: 3; Furin inhibitor: -24[20 µM]

What do the screens show for `CCC(=O)NC(=S)Nc1ccc(N2CCOCC2)cc1`?
hK5 inh: -21; Wee1 degr inh: 2; p97 ATPase inh: 2; FXIa inh: -3; KCC2 mod: 0.68; FXIIa inh 1536: 5; PERK inh: 0.4; Thrombin inh: 1; Furin inhibitor: -16

How did Cc1ccccc1NN=Nc1nc2c([nH]1)c(=O)n(C)c(=O)n2C do in these assays?
hK5 inh: -8; Wee1 degr inh: 12*; p97 ATPase inh: 4; FXIa inh: -3; KCC2 mod: 1.9; FXIIa inh 1536: 5; PERK inh: 0.6; Thrombin inh: -11; Furin inhibitor: -20

Results for Cc1nnc(Nc2ccc(C(=O)O)cc2)[nH]c1=O ?
hK5 inh: 4; Wee1 degr inh: -1; p97 ATPase inh: 1; FXIa inh: 0; KCC2 mod: 0.51; FXIIa inh 1536: 8; PERK inh: 0.2; Thrombin inh: -2; Furin inhibitor: -19

How did COc1ccc(/C=N/NC(=O)c2ccc(Cn3cc([N+](=O)[O-])cn3)o2)cc1O do in these assays?
hK5 inh: 6; Wee1 degr inh: -1; p97 ATPase inh: 4; FXIa inh: 9; KCC2 mod: 0.57; FXIIa inh 1536: 18; PERK inh: 0.8; Thrombin inh: 3; Furin inhibitor: -14[20 µM]

How did CN(C(=O)CSc1ncnc2sccc12)c1c(N)n(Cc2ccccc2)c(=O)[nH]c1=O do in these assays?
hK5 inh: 3; Wee1 degr inh: -2; p97 ATPase inh: 2; FXIa inh: 11; KCC2 mod: -0.57; FXIIa inh 1536: 12; PERK inh: 2.2; Thrombin inh: 0; Furin inhibitor: -29

Arranged by formula weight (lowest first): some entries from above.
Results for Cc1occc1C(=O)Nc1nccs1 ?
hK5 inh: -2; Wee1 degr inh: -1; p97 ATPase inh: -3; FXIa inh: -4; KCC2 mod: 0.12; FXIIa inh 1536: 8; PERK inh: -0.1; Thrombin inh: -4; Furin inhibitor: -14[20 µM]

How did CCCc1nnc(NC(=O)COC(=O)c2cc(C)nc3ccccc23)s1 do in these assays?
hK5 inh: 4; Wee1 degr inh: 0; p97 ATPase inh: 2; FXIa inh: -2; KCC2 mod: -1.2; FXIIa inh 1536: 10; PERK inh: -0.1; Thrombin inh: -1; Furin inhibitor: -23[20 µM]

How did CN(C(=O)CSc1ncnc2sccc12)c1c(N)n(Cc2ccccc2)c(=O)[nH]c1=O do in these assays?
hK5 inh: 3; Wee1 degr inh: -2; p97 ATPase inh: 2; FXIa inh: 11; KCC2 mod: -0.57; FXIIa inh 1536: 12; PERK inh: 2.2; Thrombin inh: 0; Furin inhibitor: -29

Screening results deposited in PubChem by several laboratories.
